KCNQ1 block = inhibitors of human KCNQ1 potassium channel; B-score at 10 µM; hit rate 1.3% among 310,000; P51787; AID 2642; CHO-K1 KCNQ1, FluxOR thallium flux fluorescence; active compounds read high;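 active = compounds whose thallium flux B-score, printed positive for inhibition, exceeds three library SD while starting fluorescence stays within three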;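 also: channel opened by potassium depolarization with thallium stimulus after 20 min compound exposure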
Platelet DG rel = modulates dense granule release in human platelets | human platelet-rich plasma, SFLLRN dense granule ATP release, luminescence | hit rate 0.22% among 300,000 | inhibition, %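 (compounds screened at 7.5 µM in platelet-rich plasma)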;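 active = mean replicate score, as percent of positive control, at or above 50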
TRPC4 potent = allosteric potentiators of mouse TRPC4 channel. B-score at 10 µM. HEK293 TRPC4beta/mu-opioid, DAMGO EC20, Fluo-4 Ca2+ flux; active compounds read high. Q9QUQ5. hit rate 0.42% among 310,000;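 active = B-score of calcium response area above 5 SD of library B-scores, with initial fluorescence ratio within 5 SD of library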;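 also: B-score of integrated fluorescence ratio over time as area under calcium response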
KCNK3 inh = human KCNK3 channel inhibition, primary screen | O14649 | CHO-KCNK3 thallium flux, FluxOR fluorescence; active compounds read low | B-score at 10 µM | hit rate 0.84% among 340,000;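 active = B-score under library mean minus 4 SD, starting fluorescence ratio at most library mean plus 5 SD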;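 also: more negative B-score means stronger inhibition of thallium flux through KCNK3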
Target sequence (O14649 whole entry, looked up): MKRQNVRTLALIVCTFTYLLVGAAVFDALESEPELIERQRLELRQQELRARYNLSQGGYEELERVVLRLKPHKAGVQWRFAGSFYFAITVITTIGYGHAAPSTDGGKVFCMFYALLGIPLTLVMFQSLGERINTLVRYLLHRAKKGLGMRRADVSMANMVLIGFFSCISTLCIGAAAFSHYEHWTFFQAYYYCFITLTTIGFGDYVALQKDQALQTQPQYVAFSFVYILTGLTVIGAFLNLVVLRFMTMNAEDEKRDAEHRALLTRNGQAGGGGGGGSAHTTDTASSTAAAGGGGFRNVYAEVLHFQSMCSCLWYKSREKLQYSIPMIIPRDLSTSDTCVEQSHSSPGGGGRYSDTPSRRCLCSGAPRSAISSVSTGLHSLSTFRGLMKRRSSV
TRPC4 block = blocks the mouse TRPC4 cation channel; HEK293 TRPC4beta/mu-opioid, DAMGO-evoked Fluo4 calcium flux; active compounds read low; B-score at 10 µM; hit rate 0.39% among 300,000; AID 2247;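 active = B-score over 3 SD under the library average, no early fluorescence shift, positive overall ratio signal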
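test system = HEK293 cells with stable TRPC4beta plus mu-opioid receptor expression | detection = Fluo4 Ca2+ flux fluorescence | read-out = integrated fluorescence ratio relative to baseline, converted to per-well B score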
hERG protect = shields human hERG channel from block by proarrhythmic agents. Q12809. CHO-hERG, FluxOR thallium flux, dofetilide IC70 present. activation (rescue from dofetilide block), less the hit threshold, % at 10 µM. hit rate 0.51% among 310,000. AID 1511;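 active = activation above the mean of controls blocked by dofetilide plus 5 SD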;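 also: thallium influx through hERG after potassium depolarization seen as dye fluorescence rise; in these data hits start at about 4.7%; inactives centre near -7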
KCNK9 inh = blocks the human KCNK9 two-pore domain potassium channel; Q9NPC2; HEK293 KCNK9, FluxOR thallium flux fluorescence; active compounds read low; B-score at 10 µM; hit rate 1.2% among 310,000; AID 488922;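 active = ratio B-score over 3 SD below the library mean, with starting fluorescence within 5 SD of its mean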;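 also: negative B-score means less thallium flux so channel inhibition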
Target sequence (Q9NPC2 whole entry, looked up, the tested form may be a part): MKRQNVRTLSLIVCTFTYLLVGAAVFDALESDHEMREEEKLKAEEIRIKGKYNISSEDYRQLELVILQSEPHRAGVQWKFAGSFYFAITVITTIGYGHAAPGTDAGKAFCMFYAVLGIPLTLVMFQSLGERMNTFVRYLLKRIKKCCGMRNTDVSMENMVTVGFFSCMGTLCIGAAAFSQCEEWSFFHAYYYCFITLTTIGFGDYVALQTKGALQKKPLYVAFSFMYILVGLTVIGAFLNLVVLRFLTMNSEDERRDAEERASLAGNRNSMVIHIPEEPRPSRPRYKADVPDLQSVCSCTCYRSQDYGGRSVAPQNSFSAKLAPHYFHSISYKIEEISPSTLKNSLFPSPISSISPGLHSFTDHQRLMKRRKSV
PolyA inh = inhibitors of polyadenylation in S. cerevisiae; S. cerevisiae SKY197-pL101 polyadenylation reporter, beta-gal luminescence; efflux-impaired pdr1/pdr3 knockout yeast; score 100 = 6 SD above DMSO; calls only at 12 µM; hit rate 0.02% among 300,000; AID 1875;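 active = lowest replicate activity score at least 50, where 100 means six control SD above control mean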;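 also: yeast exposed to compound for 9 h at 30 °C; higher score means more reporter readthrough which indicates perturbed polyadenylation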
TRPC4 act = opens the mouse TRPC4 cation channel; AID 2237; HEK293 TRPC4beta/mu-opioid, Fluo4 calcium fluorescence; active compounds read high; hit rate 0.49% among 310,000; B-score at 10 µM;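 active = B-score above 5 SD of library B-scores, and initial fluorescence ratio not above library mean plus 5 SD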;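 also: positive B-score marks a calcium rise read as TRPC4 activation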
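Incubation: 45 min room-temperature Fluo4 loading, 110 s read / System: HEK293 cells stably co-expressing mouse TRPC4beta and mu-opioid receptor / Signal: Fluo4 fluorescence, kinetic / Control set: buffer (low) and maximal DAMGO (high) / Measure: integrated baseline-normalised fluorescence ratio, converted to per-well B score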
DYRK1A inh = Dyrk1A (rat) kinase inhibition. ADP-Glo luminescence, NFATc1 peptide. inhibition, % at 12.5 µM. Q63470. hit rate 0.43% among 310,000; in the data active = inhibition above about 50%;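 also: plate controls were vehicle with enzyme for no effect and no enzyme for full effect; many of its hits are not listed in these tables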
KCNQ1 pot = human KCNQ1 channel potentiation or activation; P51787; CHO-K1 KCNQ1, thallium flux FluxOR fluorescence; active compounds read high; B-score at 10 µM; hit rate 0.35% among 310,000; AID 2648;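 active = fluorescence ratio B-score, a plate-corrected score, at least three library SD, with initial intensity B-score within 5 SD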
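assay system = CHO-K1 cells stably expressing KCNQ1 | medium = assay buffer, equal DMSO in all wells | timing = 37 °C overnight plating, 90-min dark dye load, 20-min compound pretreatment | measured by = kinetic FluxOR thallium fluorescence, 10-s 1-Hz baseline, 110-s post-stimulus read | measure = fluorescence change relative to baseline, converted to B score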
Numbers without * were called inactive; i = inactive; · = no result given. These rows are one share of the data; count on the stated rates, not on these rows.

Compound	PolyA inh	hERG protect	KCNQ1 block	DYRK1A inh	TRPC4 potent	Platelet DG rel	KCNQ1 pot	KCNK3 inh	TRPC4 act	KCNK9 inh	TRPC4 block
COc1ccc(S(=O)(=O)Cc2ccc(C(=O)NC3CCCCCC3)o2)cc1	i	-2	i	-6	i	0	i	i	i	i	i
COC(=O)C[C@H]1c2cc(C(F)(F)F)ccc2S(=O)(=O)N1Cc1ccc(OC)cc1	i	-8	i	2	i	2	i	i	i	i	i
O=C(O)C(Cc1c[nH]c2ccccc12)NS(=O)(=O)c1ccccc1 (configuration not stated)	i	-3	i	-7	i	-1	i	i	i	i	i
COC(=O)c1sc(C(F)(F)F)c(-c2ccccc2)c1S(=O)(=O)N(C)C	i	-9	i	-4	i	-5	i	i	i	i	i
O=C(Nc1ccnn1C1CCN(CCCC2CCCC2)CC1)c1ccccc1	i	-8	i	-4	i	2	i	i	i	i	i
O=C(CSc1nc(=O)n(CCCN2CCOCC2)c2c1CCCC2)Nc1cccc(F)c1	i	-7	i	-2	i	-2	i	i	i	i	i
COc1ccc(Cc2nnc(SCC(=O)Nc3ccc(C)c(Cl)c3)[nH]c2=O)cc1	i	-8	i	7	i	2	i	i	i	i	i
O=C(COc1ccccc1Cl)NCc1ccncc1	·	-4	i	-5	i	1	i	i	i	i	i
O=C(Nc1ccc(F)c(F)c1)c1cnc(-c2ccccc2)nc1-c1ccccc1	i	-7	i	-4	i	17	i	i	i	i	i
Cc1ccc(CCN2CC(C(=O)NC3CCCCC3)CC2=O)cc1 (configuration not stated)	i	-6	i	-3	i	-7	i	i	i	i	i
Cc1c(Cl)cccc1NC(=O)CSc1sc2c(O)cc(=O)[nH]c2c1C#N	i	-2	i	-1	i	2	i	i	i	i	i
O=C(COC(=O)c1ccc(S(=O)(=O)NCc2ccco2)cc1)Nc1ccc(OC(F)F)cc1	i	-1	i	-7	i	-1	i	i	i	i	i
COc1cccc(N2CCN(Cc3nc4scc(-c5ccccc5)c4c(=O)[nH]3)CC2)c1	i	-10	i	1	i	0	i	i	i	i	i
Nc1ccc2oc(-c3ccc4nc[nH]c4c3)nc2c1	i	-4	i	23	i	25	i	i	i	i	i
Cc1ccc(CSc2nnc(NC(=O)Cn3cnc4ccccc4c3=O)s2)cc1	i	-16	i	1	i	-6	i	i	i	i	i
CCn1c(=O)c(C(=O)NCCN2CCCCC2)c(O)c2ccccc21	i	-7	i	-1	i	-2	i	i	i	i	i
Cc1nc2sc(C(c3cccs3)N3CCN(c4ccccc4)CC3)c(O)n2n1 (configuration not stated)	i	-9	i	0	i	-4	i	i	i	i	i
Cc1ccc(NC(=O)CSc2nnc(-c3cccs3)o2)cc1S(=O)(=O)N1CCCCC1	i	-4	i	1	i	15	i	i	i	i	i
O=c1c2ccccc2nc(SCc2cccc(F)c2)n1C1CCCC1	i	-19	7*	-5	i	-10	i	i	i	i	i
COc1ccc(N2CCN(CC(=O)Nc3nc4c(s3)CC(C)CC4)CC2)cc1 (configuration not stated)	i	-10	i	37	i	3	i	i	i	i	i
CCOc1ccc(NC(=O)NCCN2CCN(c3ccccc3F)CC2)cc1	i	-4	i	-5	i	-4	i	i	i	i	i
CS(=O)(=O)NCCSCc1ccco1	i	-1	i	·	i	-6	i	i	i	i	i
Cc1oc(-c2ccc(Cl)cc2)nc1CN1CCCC(C(=O)NCc2cccnc2)C1 (configuration not stated)	i	-7	i	-5	i	10	i	i	i	i	i
C=CCc1cccc(CNc2ccc(Br)cc2)c1O	i	-8	i	0	i	4	i	i	i	i	i
COCCOC(=O)C1=C(C)Nc2ncnn2C1c1ccccc1 (configuration not stated)	i	-5	i	1	i	3	i	i	i	i	i
CC12CCC(C(=O)NCc3ccccc3Cl)(C(Br)C1=O)C2(C)C (configuration not stated)	i	-13	i	0	i	11	i	i	i	i	i
CS(=O)(=O)c1ccc2nc(NC(=O)c3cc([N+](=O)[O-])cc([N+](=O)[O-])c3)sc2c1	i	-9	i	0	i	10	i	i	i	i	i
Cc1ccc(NS(=O)(=O)c2ccc(C(=O)NCc3cccnc3)cc2)cc1	i	-9	i	1	i	-7	i	i	i	i	i
CCCc1cc(=O)oc2cc(C)cc(OCC(=O)NCc3ccccn3)c12	i	-6	i	-2	i	12	i	i	i	i	i
COc1cccc(NC(=O)Nc2cc(C(=O)NCC3CCCO3)ccc2N2CC3CC(C2)c2cccc(=O)n2C3)c1 (configuration not stated)	i	-4	i	1	i	7	i	i	i	i	i
c1ccc2[nH]c(CN3CCOCC3)nc2c1	i	-10	i	0	i	2	i	i	i	i	i
Cn1c(=O)c2sccc2n2c(CCCC(=O)NCCc3ccc(S(N)(=O)=O)cc3)nnc12	i	-4	i	-6	i	-5	i	i	i	i	i
Cc1nn(Cc2ccccc2)c(C)c1NC(=O)CSc1n[nH]c(C)c1[N+](=O)[O-]	i	-4	i	-2	i	4	i	i	i	i	i
O=C(Nc1ccc(Cl)cc1)N1CCOC12CCCCC2	i	-8	i	-5	i	-2	i	i	i	i	i
CCn1c(SCC(=O)Nc2nccs2)nnc1-c1ccncc1	i	-11	i	6	i	-9	i	i	i	i	i
Cc1ccc(S(=O)(=O)N2CCN(S(=O)(=O)c3cccs3)CC2)cc1	i	-7	i	-2	i	2	i	i	i	i	i
COc1nc(NCCc2ccc(OC)c(OC)c2)nc(NC(C)(C)CO)n1	i	-13	i	0	i	1	i	i	i	i	i
COC(=O)C1=C(C)N(CC2CCCO2)C(=O)/C1=C\c1ccc(O)cc1 (configuration not stated)	i	-3	i	7	i	-2	i	i	i	i	i
Cc1ccc(C(=O)NCCNc2ccc(Cl)cc2[N+](=O)[O-])o1	i	-14	i	0	i	7	i	i	i	i	i
COC(=O)c1sc(NC(=O)c2cc(C)on2)nc1C	i	-11	i	-2	i	0	i	i	i	i	i
O=C(Nc1ccc(C(=O)O)cc1)/C(=C\c1ccco1)NC(=O)c1ccc(Br)o1	i	4	i	-3	i	4	i	i	i	i	i
Cn1c(NC(=O)c2ccc(Br)o2)cc(=O)n(C)c1=O	i	-9	i	2	i	9	i	i	i	i	i
COc1ccc(/C=N/NC(=O)c2cc[n+]([O-])cc2)cc1O	i	-8	i	21	i	13	i	i	i	i	i
CCOc1ccc(-c2nnc(NC(=O)Cc3cc(OC)c(OC)c(OC)c3)o2)cc1	i	-7	i	-2	i	-6	i	i	i	i	i
Cc1cc2oc(=O)cc(CN3CCOCC3)c2cc1C	i	-8	i	5	i	10	i	i	i	i	i
CCOc1cc(/C=N/N=C2/NC(=O)C(CC(=O)O)S2)ccc1OS(=O)(=O)c1ccc(C)cc1 (configuration not stated)	i	-13	i	19	i	4	i	i	i	i	i
O=C1OC(Nc2nc3ccccc3s2)c2ccccc21 (configuration not stated)	i	-8	i	2	i	1	i	i	i	i	i
CC1CCN(Cc2ccc(-c3nn[nH]n3)cc2)CC1	i	-4	i	-5	i	-3	i	i	i	i	i
COC(=O)c1c(C(=O)OC)c(-c2ccccc2)n2c1CS(=O)C2 (configuration not stated)	i	-8	i	16	i	12	i	i	i	i	i
CCOc1ccccc1/C=N/N1CCN(Cc2ccccc2)CC1	i	-6	i	9	i	2	i	-11*	i	i	i
CCCCOn1c(C)c(C(=O)OCC)c2c3nonc3ccc21	i	-11	i	-2	i	-5	i	i	i	-8.4*	i
OC1(c2ccccc2F)CCN(Cc2nnnn2Cc2ccc(F)cc2)CC1	i	-5	i	-8	i	6	i	i	i	i	i
Cc1ccc(CCC(=O)Nc2ncc(Cc3cccc(Cl)c3Cl)s2)o1	i	-3	i	1	i	-16	i	i	i	i	i
COc1cc(C(=O)Oc2cc(C)[nH]c(=O)c2[N+](=O)[O-])cc(OC)c1OC	i	-6	i	-2	i	6	i	i	i	i	i
CCNc1nc(NCC)nc(OCCOC(=O)COc2ccc(Cl)cc2Cl)n1	i	-10	i	13	i	3	i	i	i	i	i
Cc1ccc2nc3c(cc(C(N)=S)c(=N)n3CCCOC(C)C)c(=O)n2c1	i	-10	i	18	i	0	i	i	i	i	i
Cn1c(=O)c2c(ncn2CC(=O)NC(C)(C)C)n(C)c1=O	i	-3	i	2	i	-4	i	i	i	i	i
CC(C)(C)OC(=O)N1CCN(CCNC(=O)c2ccccc2)CC1	i	2	i	-1	i	4	i	i	i	i	i
CCOc1ccc2[nH]c(=O)c(CN(CCc3ccccc3)C(=O)c3cnccn3)cc2c1	i	-8	i	-6	i	2	i	i	i	i	i
Cc1cccc(-c2n[nH]c(=S)n2/N=C/c2cccs2)c1	i	-11	i	·	i	18	9*	i	i	i	i

Continued:
Compound	PolyA inh	hERG protect	KCNQ1 block	DYRK1A inh	TRPC4 potent	Platelet DG rel	KCNQ1 pot	KCNK3 inh	TRPC4 act	KCNK9 inh	TRPC4 block
C#CC[N+]1(CC#Cc2ccccc2)CCCC1	i	-8	i	2	i	1	i	i	i	i	i
CCn1c(=NC(=O)CCS(=O)(=O)c2ccccc2)sc2cccc(OC)c21	i	-10	i	·	i	-4	i	i	i	i	i
Cc1nc2ccccc2c2nc(N)nn12	i	-7	i	10	i	9	i	i	i	i	i
Cc1ccc(NC(=O)CNC(=O)Cc2cccc3ccccc23)nc1	i	-9	i	3	i	-5	i	i	i	i	i

Bioassay records: PubChem BioAssay, several laboratories
